Bioassay records: PubChem, National Center for Advancing Translational Sciences (NCATS)
N370S GC mod = inhibits or activates N370S mutant glucocerebrosidase; 330,000 tested, 0.092% active; N370S GC spleen homogenate, 4MU-glucoside fluorescence; P04062; Potency, µM (series often up to 59.4 µM), without a hit: at the top dose activity change, negative = inhibition, hits mostly inhibitors;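 also: 0% = full enzyme activity and -100% = no enzyme basal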
TDP1 inh = TDP1 (human) enzyme inhibition | Potency, µM (highest dose often 130 µM), inactives show at the top dose activity change, negative = inhibition, actives largely listed as inhibitors | Q9NUW8 | 350,000 tested, 0.28% active | recombinant TDP1, AlphaScreen DNA substrate cleavage | AID 485290; also: nearly all actives have a fitted effect of over 40% in size
Target sequence (Q9NUW8 whole entry, looked up): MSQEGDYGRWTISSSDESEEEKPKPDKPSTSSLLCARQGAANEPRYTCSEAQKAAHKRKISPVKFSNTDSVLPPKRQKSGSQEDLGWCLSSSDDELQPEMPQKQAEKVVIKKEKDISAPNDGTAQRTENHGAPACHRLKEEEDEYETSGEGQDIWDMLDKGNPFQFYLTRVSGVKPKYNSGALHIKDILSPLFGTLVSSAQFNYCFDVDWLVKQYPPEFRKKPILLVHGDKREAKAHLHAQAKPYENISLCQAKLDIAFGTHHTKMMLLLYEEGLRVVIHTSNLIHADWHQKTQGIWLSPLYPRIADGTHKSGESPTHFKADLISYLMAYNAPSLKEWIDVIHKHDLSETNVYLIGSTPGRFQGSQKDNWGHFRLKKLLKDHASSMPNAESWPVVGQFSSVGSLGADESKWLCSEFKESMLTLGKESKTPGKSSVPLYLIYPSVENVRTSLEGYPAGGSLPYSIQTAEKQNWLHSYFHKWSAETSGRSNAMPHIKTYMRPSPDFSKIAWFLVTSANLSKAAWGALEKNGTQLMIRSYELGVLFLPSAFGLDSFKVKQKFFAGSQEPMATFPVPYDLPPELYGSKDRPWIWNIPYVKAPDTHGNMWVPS
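Steps: enzyme plus compound, 15 min RT; add biotin/phosphotyrosine-FITC oligonucleotide (15 nM final), react 5 min; add donor/acceptor beads (10 ug/ml final), 10 min; read AlphaScreen. Tdp1 at 1 nM final.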
FEN1 inhibitor = human FEN1 inhibition; Potency, µM (top dose mostly 114 µM), without a hit: top-dose activity change, negative = inhibition, most hits filed as inhibitors; P39748; Recombinant FEN1 flap cleavage, fluorescence, 15 min; 390,000 tested, 0.35% active; also: nearly all actives have a fitted effect of over 65% in size
Target sequence (P39748 whole entry, looked up): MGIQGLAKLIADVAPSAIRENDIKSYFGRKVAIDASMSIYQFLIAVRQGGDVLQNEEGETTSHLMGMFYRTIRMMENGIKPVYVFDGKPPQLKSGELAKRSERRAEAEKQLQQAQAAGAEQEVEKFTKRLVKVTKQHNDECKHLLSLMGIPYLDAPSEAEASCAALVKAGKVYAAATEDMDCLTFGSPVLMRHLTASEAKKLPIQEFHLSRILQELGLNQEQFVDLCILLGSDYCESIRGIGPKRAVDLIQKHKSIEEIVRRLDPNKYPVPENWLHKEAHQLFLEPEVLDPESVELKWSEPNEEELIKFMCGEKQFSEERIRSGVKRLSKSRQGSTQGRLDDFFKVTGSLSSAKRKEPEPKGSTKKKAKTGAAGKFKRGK
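Quantitative HTS format: each compound was titrated, incubated with 10 nM nuclease for 15 min at room temperature, then challenged with flap substrate at 50 nM final. Signal change over 15 min gave concentration–effect curves.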
An asterisk follows results filed as active; ? = inconclusive; . = not tested or not shown; & = joins results of further samples; [ ] = dose if it differs, or a comment. Calls follow the shape of the dose curve; as a rule, active = well fitted curve in the direction sought with a large enough effect; inconclusive = small, poorly fitted or top-dose-only effect, or another doubt; inactive = no such curve, though single readings can be large; an effect the other way counts as inactive or inconclusive. Unless noted, % is scaled to controls: 0 for no effect and ±100 for the full control effect; potency is read from the fitted curve at half-maximal effect. Compounds were not picked by outcome; any-hit rate near 0.57%.

Sample of the layout (2 entries):
structure	N370S GC mod	TDP1 inh	FEN1 inhibitor
CCOc1ccc(NS(=O)(=O)c2ccc(C(=O)NCC(C)(C)N3CCOCC3)cc2)cc1	-18%	-12%[0.505 µM]	2%
COc1ccc(C2CC(c3ccccc3)Oc3c(C)ccc(C)c32)cc1 (stereo not given)	-8%&-2%	1%&-4%	0%&-11%

All compounds of this part, from the start:
structure	N370S GC mod	TDP1 inh	FEN1 inhibitor
CCOc1ccc(NS(=O)(=O)c2ccc(C(=O)NCC(C)(C)N3CCOCC3)cc2)cc1	-18%	-12%[0.505 µM]	2%
COc1ccc(C2CC(c3ccccc3)Oc3c(C)ccc(C)c32)cc1 (stereo not given)	-8%&-2%	1%&-4%	0%&-11%
C=CCN1C(=O)C2(NNc3ccccc3O2)c2ccccc21 (stereo not given)	-2%	11%	-4%
CCN1CCN(C(=O)C2CCN(c3nnc(-n4c(C)ccc4C)s3)CC2)CC1	-8%	.	-6%
COc1ccc2nc(N3CCN(C(=O)c4ccc([N+](=O)[O-])o4)CC3)sc2c1	1%	0%	4%
CCOc1ccc(NC(=O)Cn2nc(CC)n3c(cc4sccc43)c2=O)cc1	.	-1%	3%
COc1cc(OC)c2c(C)c(CC(=O)NCc3ccccc3OC)c(=O)oc2c1	.	5%	2%
CCc1nnc(NC(=O)C2CCCN(S(=O)(=O)c3ccccc3)C2)s1 (stereo not given)	-5%	2%	2%
COc1ccc(NC(=O)N2CCCC2C(=O)NCc2ccccc2Cl)cc1 (stereo not given)	-16%	3%	2%
CCC(=O)Nc1ccc(C(=O)N/N=C/c2ccccc2[N+](=O)[O-])cc1	0%	10%	?
Cc1ccc(S(=O)(=O)N2CCN(c3ccnc4cc(Cl)ccc34)CC2)cc1C	?	1%	2%
Cc1ccc(-n2ncc3c(N4CCCC(C)C4)ncnc32)c(C)c1 (stereo not given)	18%	.	-4%
CC1(C)CC2CC(C)(CN2C(=S)NC(=O)c2ccccc2Cl)C1 (stereo not given)	-1%	5%	6%
Cc1cccc(NC(=O)C2CCN(S(=O)(=O)c3c(C)nn(C)c3C)CC2)n1	3%	3%	-4%
CCCCS(=O)(=O)N1C2=NC(C(=O)OC)=C(C(=O)OC)[C@@H]3N(C)c4ccccc4[C@]23C[C@H]1C(=O)OC	0%[12.8 µM]	9%[21 µM]	.
O=C(NCC1CCCO1)C(c1cccnc1)N(C(=O)Cc1cccs1)c1cccnc1 (stereo not given)	10%	5%	0%
O=C(Nc1ccc(O)c2c(=O)cc(-c3ccccc3Cl)oc12)c1ccc(Cl)cc1Cl	-3%&17%	2%	-6%&2%
Cc1cc(C)c2cc(C#N)c(NCCCNC(=O)CCC(=O)O)nc2c1	3%	3%	-4%
CC(=O)N(Cc1ccccc1)c1nc(-c2ccccc2)cs1	7%	3%	-23%
C/C(=N\NC(=O)c1nn(C)c(C)c1Br)c1ccc(NC(=O)c2ccc(C)s2)cc1	9%	0%	-5%
CCn1c(CN2CCN(C)CC2)nc2cc(NC(=O)c3cc(OC)c(OC)c(OC)c3)ccc21	.	3%	-3%
Cn1nc(C(F)(F)F)c(C(=O)Nc2ccc(F)cc2F)c1Sc1cccc(C(F)(F)F)c1	-3%	0%	?
CCN(C(=O)Cn1nc(Cc2ccncc2)c2ccccc2c1=O)c1cccc(Cl)c1	.	4%	-7%
CCOc1cccc(C(=O)Nc2nc3c(s2)CC(C(C)(C)C)CC3)c1 (stereo not given)	.	3%	9%
COc1ccc(CNC(=O)C2CCCN(S(=O)(=O)c3cnc[nH]3)C2)cc1 (stereo not given)	-1%	3%	18%
CN(C)Cc1nc2ccccc2c(=O)n1Cc1nc(C(C)(C)C)cs1	-14%	5%	-6%
O=C(O)C1=C[C@H](c2ccc(Br)cc2)C[C@H](OCCCCO)O1	1%	1%	-13%
CCOc1ccc(C(C(=O)NC2CCCCC2)N(C(=O)Cc2cccs2)c2ccc(-n3cnnn3)c(OC)c2)cc1 (stereo not given)	-8%	5%	-4%
COc1ccc([N+](=O)[O-])cc1NC(=O)/C=C/C(=O)O	4%	4%	8%
COc1cc2oc(=O)cc(-c3cccc(-c4ccc(C(F)(F)F)cc4)c3)c2c(OC)c1OC	22%	0%[56.1 µM]	-3%

Three structures already listed, ordered by count of non-hydrogen atoms, rising.
structure	N370S GC mod	TDP1 inh	FEN1 inhibitor
O=C(NCC1CCCO1)C(c1cccnc1)N(C(=O)Cc1cccs1)c1cccnc1 (stereo not given)	10%	5%	0%
Cn1nc(C(F)(F)F)c(C(=O)Nc2ccc(F)cc2F)c1Sc1cccc(C(F)(F)F)c1	-3%	0%	?
CCOc1ccc(C(C(=O)NC2CCCCC2)N(C(=O)Cc2cccs2)c2ccc(-n3cnnn3)c(OC)c2)cc1 (stereo not given)	-8%	5%	-4%

(continued)
structure	N370S GC mod	TDP1 inh	FEN1 inhibitor
O=C(NCc1ccncc1)c1ccc(Br)o1	10%	6%	1%
CN(C)c1ccc(-c2nc3cnccn3c2Nc2cccc(C(F)(F)F)c2)cc1	.	9%	14%
Cc1nn(CC(=O)N2CCc3ccccc3C2)c(C)c1Cl	2%	0%	-1%
CCOc1ccccc1C(=O)NCC(=O)NNC(=O)c1cccc(S(=O)(=O)Nc2ccc(OC)cc2)c1	-6%	.	0%
C=Cc1ccc(Cn2c(=O)n(-c3cccc(Cl)c3)c(=O)c3c4c(sc32)CN(C(C)=O)CC4)cc1	.	7%	2%
COc1cccc2c1oc1c(SCc3nc4ccccc4[nH]3)nc(C)nc12	.	0%	-1%
CC(=O)c1c(C)[nH]c(C(=O)Nc2cccc(C(F)(F)F)c2)c1C	2%	.	0%
O=C(CSc1oc(-c2cccs2)nc1S(=O)(=O)c1ccccc1)NC1CCCCC1	14%	-1%	-12%
COc1ccc(C(=O)Nc2cnn(Cc3ccc(Cl)cc3)c2)cc1OC	8%	1%	-4%
Cc1ccc2cccc(Oc3ncnc4scc(-c5ccc(Cl)cc5)c34)c2n1	11%	3%	-10%
CCCn1c(SCC(=O)Nc2ccc(Cl)cc2F)nc(O)cc1=O	.	-1%	10%
Cc1[nH]c2ccccc2c1C(c1ccccn1)N1CCCC1 (stereo not given)	-5%	3%	-5%
CN1C(=O)C(C)(C)c2cc(S(=O)(=O)N3CCCC3C(=O)NCc3ccc(F)cc3)ccc21 (stereo not given)	-9%	.	-4%
O=C(Cn1nnc(-c2ccc3c(c2)OCO3)n1)NCc1ccco1	-1%	-5%	1%
CC(C)(C)c1ccc(-c2csc(NC(=O)CN3C(=O)NC4(CCCCC4)C3=O)n2)cc1	9%	4%	4%
COc1ccc(C(=O)N(Cc2ccco2)Cc2ccccc2F)cc1Cl	.	7%	-6%
CCOC(=O)CC(=O)Nc1ccccc1C(=O)O	-2%	1%	0%
CCC(=O)N(Cc1cc2cc(C)c(C)cc2[nH]c1=O)C1CCCCC1	?	6%	0%
CCc1ccccc1NC(=O)CN1C(=O)c2ccccc2Sc2ncccc21	.	-3%	19%
CC(=O)NC(NC(=S)Nc1ccc(N=Nc2ccccc2)cc1)C(Cl)(Cl)Cl (stereo not given)	11%	-12%	-8%
Cc1cc(=O)oc2cc(OCC3CC(c4ccc(N(C)C)cc4)=NO3)ccc12 (stereo not given)	1%	8%	1%
CC(=O)Nc1ccc(NC(=O)Cn2cc3c(n2)CCCC3)cc1	-8%	-2%	-1%
COc1ccc(CCNC(=O)COC(=O)C2CC2C)cc1 (stereo not given)	.	1%	-1%
C=CCc1ccccc1Oc1cc(F)nc(N)n1	0%	2%	-7%
Cc1ccc(-c2csc(NC(=O)C3CC(=O)N(c4ccc5c(c4)OCCO5)C3)n2)o1 (stereo not given)	.	5%	1%
Brc1ccc(-c2cn3c(n2)CCc2ccc4cccnc4c2-3)cc1	16%	8%	8%
Cc1cccc(C(=O)N/N=C/c2ccoc2)c1	1%	28µM*	19%
Cc1occc1-c1nnc(SCC(=O)Nc2ccccc2-c2ccccc2)n1C	9%	2%	-5%
Cc1ccc(S(=O)(=O)N(C#N)c2nc(C)cc(C)n2)cc1	25%	.	25%
COc1ccc2cc3cc(C(=O)N4CCN(Cc5ccc6c(c5)OCO6)CC4)oc3nc2c1	-10%	5%	-19%
COc1cc(CNCCSc2nnnn2C)cc(OC)c1OC	6%	6%	-7%
CC(C)c1ccc(NC(=O)[C@H](NC(=O)[C@@H]2Cc3ccccc3CN2)c2ccccc2)cc1	?	7%	-5%
CCCCNS(=O)(=O)c1ccc(OCC(=O)OC)cc1	8%	5%	0%
Cc1cc(C)cc(N2C(=O)CCN(Cc3ccccc3)C2=O)c1	0%	.	-4%
Cc1ccc(NC(=S)NC2CCN(Cc3ccccc3)CC2)cc1C	-13%	5%	-16%
Cc1ccc(S(=O)(=O)N2CCCC2C(=O)NC2=NCCS2)cc1 (stereo not given)	9%	2%	8%
Cc1ccccc1C(OCC(O)CN1CCCCC1CCO)c1ccccc1 (stereo not given)	-17%	2%	0%
O=C(C1CCCO1)N1CCN(C(=S)Nc2ccc(Cl)cc2Cl)CC1 (stereo not given)	8%	3%	-5%
N#Cc1c(Nc2ccccc2Cl)s[nH]c1=O	3%	9%	-11%
Cc1ccc(C(=O)Nc2ccc(C(=O)N3CCCCC3C)cc2)cc1 (stereo not given)	-16%	3%	-9%
Cc1cc(NS(=O)(=O)c2ccc(Nc3nc(-c4ccc(C)c(C)c4)cs3)cc2)no1	-6%	0%	-15%
CC1CC(C)CN(C(=O)Cn2c(-c3nonc3N)nc3ccccc32)C1 (stereo not given)	-19%	7%[56.1 µM]	-1%
COc1ccc(NC(=S)N=Nc2c(O)[nH]c3ccccc23)cc1	8%	10%	20%
O=C(COC(=O)CSCc1ccccc1)NCc1ccccc1	-1%	-5%	3%
O=C(O)CCCN1C(=O)/C(=C\c2ccccc2OCc2ccccc2)SC1=S	28%	.	?

Single values from the entries so far:
N370S GC mod, `COc1cc(CNCCSc2nnnn2C)cc(OC)c1OC` stands at 6%
N370S GC mod, `Cn1nc(C(F)(F)F)c(C(=O)Nc2ccc(F)cc2F)c1Sc1cccc(C(F)(F)F)c1` stands at -3%
FEN1 inhibitor, `COc1ccc(NC(=S)N=Nc2c(O)[nH]c3ccccc23)cc1` stands at 20%

The listing continues:
structure	N370S GC mod	TDP1 inh	FEN1 inhibitor
CCC1(C)Cc2c(c(=O)n(-c3ccccc3)c3ncnc(N)c23)CO1 (stereo not given)	15%	0%	-7%
O=C1OCCN1C(=O)[C@H]1[C@H](c2ccccc2)C(c2cccc(Cl)c2)=NN1c1ccccc1	?	-10%[56.1 µM]	10%
CCOC(=O)c1c(C)[nH]c(C(C)=O)c1C	1%	2%	-3%
CCCCn1c(CCl)nc2cc(S(=O)(=O)N3CCOCC3)ccc21	.	2%	1%
COc1cccc(NC(=O)CCc2nnc3ccc(N4CCN(c5cccc(OC)c5)CC4)nn23)c1	0%	2%	-1%
O=C(COC(=O)c1cc(Cl)ccc1O)NC(=O)NCc1ccccc1	.	0%	-12%
CC(C)[C@H](NS(=O)(=O)c1ccccc1)C(=O)OCC(=O)NC(=O)NC1CCCCC1	.	0%	-16%
COc1ccccc1N1CC(C(=O)OCC(=O)c2ccc(F)cc2)CC1=O (stereo not given)	-3%	8%	-15%
CCN(CC(=O)NCc1ccc(Cl)cc1)CC(=O)NC1(C#N)CCCC1	-6%	0%	-4%
CC12CN3CC(c4ccccc4)(CN(C1)C3c1ccc(O)cc1)C2=O (stereo not given)	.	-2%	-8%
CN1/C(=C/C2CC(=O)N(c3ccc([N+](=O)[O-])cc3)C2=O)C(C)(C)c2ccccc21 (stereo not given)	0%	8%	-25%
O=S(=O)(c1cccs1)N1CCN(c2ccccc2)CC1	-4%	0%	-5%
COc1ccc(C(=O)NC(=S)N2CCN(c3ccccc3O)CC2)cc1	.	3%	-3%
O=[N+]([O-])c1ccc(O)c(/C=N/Nc2ccc(Cl)nn2)c1	2%	10%	-10%
O=C(Nc1ccc(N2CCOCC2)cc1)c1cccc(-n2cnnc2)c1	-8%	4%	7%
Nc1ccccc1N=Nc1ccccc1N	-6%	.	-1%
Cc1ccc(C(=O)NC(=S)NNC(=O)COc2ccccc2C)cc1	11%	9%	-10%
CCCCC(=O)Nc1nc(-c2ccc(S(=O)(=O)N3CCOCC3)cc2)cs1	-12%	2%	0%
C=CCn1c(=O)[nH]c2cc(C(=O)N3CCN(c4cc(C)ccc4C)CC3)ccc2c1=O	8%	6%	-6%
COc1ccc(S(=O)(=O)N2CCCCCC2)cc1C(=O)N1CCN(c2ccccc2O)CC1	-1%	2%	2%
COc1cc(C(=O)N/N=C/c2cccc(Oc3ccccc3)c2)ccc1O	-17%	6%[56.1 µM]	?
